SUMO Mot1 rescue = blocks SUMOylation pathway, rescuing yeast Mot1-301 growth; S. cerevisiae Mot1-301 growth rescue, ATP luminescence, 38.5C; percent above DMSO median, 100 means doubled; growth rescue, % at 18.8 µM; 320,000 compounds, 1% hits; AID 2716;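 active means every valid replicate shows activation above 250% relative to neutral control wells; inactive means the rest, any valid replicate at or below 250%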;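 further: OY570 slx delta 5 strain wells were the positive control but not used for scaling; some compounds called inactive have numbers as strong as hits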
CDK5 p35 inh = inhibitors of human CDK5/p35 kinase; Recombinant CDK5/p35, ADP-Glo luminescence, 60 min; AID 488839; inhibition, % at 10 µM; 330,000 compounds, 0.01% hits;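 active means highest replicate inhibition of at least 50% and at least 75% of replicates reaching 50%; inconclusive means only one of the two criteria met; inactive means both criteria failed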;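 further: plate controls were DMSO neutral control for no effect and GW8510 at 10 µM for full effect; many of its hits are not listed in these tables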
cardiac RTF act = cardiac RTF calcium sensitization; P19429+P45379; IANBD-labeled TnC RTF fluorescence at EC20 calcium; 0% EC20 calcium, 100% full calcium; activation, % at 7.2 µM; 340,000 compounds, 0.24% hits; AID 493008;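 active means activation above the mean over all tested compounds plus 3 SD, cut at about 30% in these data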;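 further: rise in fluorescence read as greater calcium sensitivity of cardiac thin filaments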
dFosB act = mouse delta FosB homodimer activation; P13346; purified delta FosB, TAMRA-CDK5 oligo fluorescence polarization; percent of positive-control signal above neutral wells; activation, % at 25 µM; 340,000 compounds, 0.99% hits; AID 493131;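 active means mean activation above about 17%, with every replicate also reaching it, limit read from the data, passing the limit was not always enough; inconclusive means only one of the two conditions met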;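 further: fluorescence polarization rise as delta FosB binds a TAMRA Cdk5 AP-1 oligo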
C-LANA FP = KSHV C-LANA DNA binding inhibition; inhibition, % at 9 µM; 340,000 compounds, 0.078% hits; MBP-C-LANA/FAM-LBS DNA binding, fluorescence polarization; AID 504423;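 active means highest replicate inhibition at or above 60% at 9 µM, even if other replicates fall short; inactive means all replicates below 60% inhibition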;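 further: 0% = neutral control wells and 100% = 4 µM acridine orange control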
RTF Ca sens inh = cardiac RTF calcium desensitization. P19429+P45379. inhibition, % at 7.15 µM. 340,000 compounds, 0.12% hits. IANBD-labeled cardiac RTF, Ca2+ fluorescence. AID 493244;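 active means inhibition above the mean inhibition of all tested compounds plus 3 SD, cut at about 17% in these data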;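 further: assay run at fixed EC70 calcium of 1.6 mM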
NSD2 HMT inh = inhibitors of human histone methyltransferase NSD2. O96028. NSD2 peptide methylation, AlphaScreen, 120 min. inhibition, % at 12.5 µM. 310,000 compounds, 0.54% hits. AID 743445; in the data active means inhibition above about 50%
Rtt109 HAT inh = blocks Candida albicans Rtt109/Vps75 acetyltransferase activity | Q5AAJ8 | purified Rtt109/Vps75, ThioGlo CoA-SH fluorescence, 4 h | inhibition, % at 34.9 µM | 330,000 compounds, 0.16% hits;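 active means inhibition of at least 50% in every replicate; inconclusive means best replicate reaches 50% inhibition but some replicates fall short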
Target sequence (Q5AAJ8 whole entry, looked up): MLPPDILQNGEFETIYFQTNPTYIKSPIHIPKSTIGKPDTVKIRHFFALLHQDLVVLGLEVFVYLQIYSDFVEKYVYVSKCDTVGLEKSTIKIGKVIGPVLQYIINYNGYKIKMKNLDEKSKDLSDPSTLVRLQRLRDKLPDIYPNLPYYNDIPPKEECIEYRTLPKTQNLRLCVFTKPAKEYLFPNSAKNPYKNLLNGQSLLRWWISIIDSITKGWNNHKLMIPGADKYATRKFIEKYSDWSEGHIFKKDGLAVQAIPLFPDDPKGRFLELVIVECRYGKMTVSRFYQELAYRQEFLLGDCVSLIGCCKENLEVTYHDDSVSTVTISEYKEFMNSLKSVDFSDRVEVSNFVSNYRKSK
PvdQ inh = blocks Pseudomonas aeruginosa PvdQ acylase activity | purified PvdQ acylase, fluorescence plate reader | inhibition, % at 10 µM | 340,000 compounds, 0.063% hits; in the data active means inhibition above about 30%, passing the limit was not always enough; inconclusive means no clear call, values can overlap the other calls;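 further: 0% = vehicle neutral wells and 100% = reference inhibitor wells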
Keap1 Nrf2 FP = inhibitors of human Keap1-Nrf2 protein-protein interaction; Keap1 Kelch-Nrf2 peptide fluorescence polarization, 1536-well; AID 504523; 340,000 compounds, 0.15% hits; inhibition, % at 9.4 µM; in the data active means inhibition above about 12%; inconclusive means no clear call, values can overlap the other calls; inactive means below about 7.3%;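 further: human Keap1 Kelch domain with fluorescein labeled Nrf2 9mer peptide probe; 0% = neutral control wells and 100% = peptide positive control; higher means more block of Keap1 binding to Nrf2 peptide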
Target sequence (Q14145 whole entry, looked up, the tested form may be a part): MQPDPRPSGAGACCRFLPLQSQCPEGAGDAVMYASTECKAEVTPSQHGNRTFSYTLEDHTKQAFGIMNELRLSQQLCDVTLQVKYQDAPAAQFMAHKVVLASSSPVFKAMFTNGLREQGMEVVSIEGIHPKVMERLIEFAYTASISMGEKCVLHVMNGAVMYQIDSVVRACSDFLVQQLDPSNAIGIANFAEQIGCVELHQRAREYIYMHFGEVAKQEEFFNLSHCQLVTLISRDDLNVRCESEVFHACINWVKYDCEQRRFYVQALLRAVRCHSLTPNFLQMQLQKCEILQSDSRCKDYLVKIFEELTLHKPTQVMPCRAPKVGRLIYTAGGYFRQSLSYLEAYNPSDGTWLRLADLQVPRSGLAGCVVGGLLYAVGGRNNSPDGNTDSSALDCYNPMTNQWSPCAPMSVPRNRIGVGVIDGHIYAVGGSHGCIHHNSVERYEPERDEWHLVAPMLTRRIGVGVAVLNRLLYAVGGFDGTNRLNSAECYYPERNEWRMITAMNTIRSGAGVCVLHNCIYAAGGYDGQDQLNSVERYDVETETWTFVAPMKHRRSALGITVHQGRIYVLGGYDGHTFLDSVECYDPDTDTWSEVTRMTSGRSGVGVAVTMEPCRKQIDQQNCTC
PfHsp90 set2 = growth inhibition of yeast expressing Plasmodium Hsp90; inhibition, % at 9.4 µM; AID 504621; S. cerevisiae expressing PfHsp90, BacTiter-Glo ATP, 48 h; yeast lacking PDR1 and PDR3 efflux regulators; 310,000 compounds, 0.32% hits;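 active means every replicate shows inhibition above about 80%, whatever the replicate mean, limit read from the data; inconclusive means mean inhibition reaches the set limit but some replicate falls short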;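 further: 0% = DMSO neutral controls and 100% = 20 µM radicicol positive controls; yeast relying on Plasmodium falciparum Hsp90 in place of its own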
Active calls of the source: *; ? = inconclusive; / = no result given. Compounds as they come; 3.2% or so of the library scored in one or more.

SMILES | SUMO Mot1 rescue | CDK5 p35 inh | cardiac RTF act | dFosB act | C-LANA FP | RTF Ca sens inh | NSD2 HMT inh | Rtt109 HAT inh | PvdQ inh | Keap1 Nrf2 FP | PfHsp90 set2
Cn1c(=O)cc(SCC(=O)NCCCN2CCOCC2)c2ccccc21 | 6 | 0.6 | -3 | 4 | -0.1 | 6 | -1 | 11 | 6 | -2 | -7
CCN(CC)c1ccc(NC(=O)c2c(C)noc2C)cc1 | 257 | -1.6 | 1 | -4 | -0.1 | -7 | 2 | -8 | -9 | -4 | 2
Cc1ccc(-c2cnc3n2CCCCC3)cc1 | -7 | 0.8 | 2 | -11 | -0.1 | 2 | 6 | 2 | -12 | -9 | 2
O=C(Nc1ccc(N2CCOCC2)cc1)c1ccc(Br)o1 | 237 | 0.3 | -1 | -3 | -0.5 | -7 | 0 | 7 | -13 | -5 | -2
CN(C(=O)COC(=O)c1ccc2c(c1)OCO2)C1CCS(=O)(=O)C1 (stereo not given) | 19 | 0.6 | -4 | -1 | -0.5 | -8 | -4 | -2 | 7 | -2 | -11
Cn1c(-c2cccc(Br)c2)cnc1NCc1ccccc1O | 25 | 1.0 | -2 | 5 | 0.6 | -3 | 4 | 3 | 5 | 0 | -1
CC(=O)c1[nH]c(C)c(C(=O)N2CCCC(Nc3cccc(F)c3)C2)c1C (stereo not given) | -9 | -1.3 | 4 | -12 | -1.3 | -11 | -2 | 0 | -5 | 1 | 20
Cc1ccc(CN2CCN(C3CSCCSC3)CC2CCO)cc1 (stereo not given) | -1 | 0.4 | -2 | 0 | -1.6 | -4 | 0 | -1 | -13 | 1 | -14
Cc1onc(-c2ccccc2)c1C(=O)NCC1CCN(C(=O)c2c(-c3ccccc3)noc2C)CC1 | / | 0.6 | -19 | -9 | -1.7 | -1 | 11 | 12 | 13 | 0 | -6
O=C(C1CCC(CNc2c(N3CCCC3)c(=O)c2=O)CC1)N1CCc2ccccc21 (stereo not given) | 0 | 0.5 | 0 | -9 | 1.5 | -6 | -1 | 0 | -4 | 4 | 3
O=c1c2ccccc2n2c(-c3ccc(C(F)(F)F)cc3)nnc2n1Cc1ccccc1 | 16 | 0.7 | -3 | -4 | -3.2 | 0 | 2 | -12 | -7 | 2 | 1
CC(C)(C)NC(=O)N1CCCC(C(=O)c2cccc(Cl)c2)C1 (stereo not given) | -1 | -0.9 | -3 | -4 | -0.4 | -1 | / | / | -4 | -4 | 3
COc1ccc(CN2CCN(Cc3ccc(C)cc3)CC2)c(OC)c1 | 16 | 0.8 | 6 | -11 | 3.9 | -4 | 4 | -5 | -15 | -6 | -16
Cc1cc(=O)n2[nH]c(-c3ccc(F)cc3)nc2n1 | 551* | 1.4 | 8 | -5 | -1.2 | -1 | -2 | -1 | -15 | 0 | 6
Cc1ccsc1/C=N/Nc1ccc(C(=O)O)cc1 | 0 | -2.1 | 6 | 3 | -4.4 | -2 | -1 | -6 | -10 | 3 | -9
O=C(Nc1ccsc1C(=O)N1CCCC1)c1ccccc1 | -9 | -0.2 | 7 | -16 | 1.3 | -22 | -3 | -5 | -6 | -4 | 32
CCn1c(SCC(=O)N2CCCC2)nnc1-c1ccc(S(=O)(=O)N2CCCCCC2)cc1 | 3 | -0.4 | 7 | 1 | 0.8 | -6 | -1 | 12 | -16 | 0 | /
CCCCN(CC)C(=O)Cn1ncc2c1-c1cc(C)ccc1OC2 | -17 | -1.0 | 4 | -12 | 0.5 | -2 | / | 0 | -5 | 1 | -2
Cc1cc(C)n(-c2ccc(Cl)c(C(=O)Nc3ccc(-c4nnc5n4CCCCC5)cc3)n2)n1 | -15 | -2.2 | 7 | 13 | 0.5 | -15 | / | 2 | -7 | -1 | /
O=C(Nc1ccc(F)c(F)c1)C1=COCCO1 | -2 | 0.1 | -4 | 6 | 1.2 | -8 | 11 | 12 | 6 | 1 | 5
COc1c(C)cc(C(=O)C2CCCN(C(=O)c3cc(C4CC4)[nH]n3)C2)cc1C (stereo not given) | 351 | -1.6 | -6 | -6 | -1.4 | 5 | -2 | 0 | -4 | -4 | 10
Cc1cccc2c1-c1sc(C(=O)N3CCCCC3)cc1CO2 | -14 | -0.1 | -3 | -2 | -0.3 | 2 | / | -2 | 8 | 4 | 7
COc1ccc(NC(=O)NNC(=O)C(C)Oc2ccc3ccccc3c2)cc1 (stereo not given) | -5 | -2.3 | -4 | -6 | -0.4 | -1 | 1 | 8 | -15 | -2 | -15
CCOC(=O)N1CCC(N2Cc3cccc(C(=O)Nc4c(C)cccc4CC)c3C2=O)CC1 | 0 | 3.3 | 4 | -17 | 0.2 | -5 | 36 | 3 | -18 | 2 | -4
COc1cc(C(=O)OC(C)C(=O)Nc2ccc3c(c2)OCCO3)cc(OC)c1OC (stereo not given) | 4 | -3.5 | 6 | -6 | -0.7 | -11 | 3 | 2 | -9 | 2 | -3
O=C(CN1C(=O)NC(c2ccccc2)(c2ccccc2)C1=O)Nc1ccc(N2CCOCC2)cc1 | 5 | -1.0 | 5 | -4 | 0.0 | 3 | 1 | 0 | -17 | 0 | -13
CCN(CC)C1CCS(=O)(=O)C1 (stereo not given) | 191 | 1.8 | 4 | 5 | -1.1 | -4 | -4 | -3 | 7 | -3 | 5
Cc1ccc(CNC(=O)CCc2ccccc2)cc1 | -3 | 0.8 | -5 | -2 | 0.5 | 6 | -15 | -3 | -7 | -2 | -1
O=C(Nc1ccc(F)cc1F)c1ccc2c(c1)[nH]c(=O)n2Cc1ccc(F)cc1 | -25 | -0.9 | 1 | ? | 1.3 | -7 | 0 | 15 | -15 | -1 | 5
COCCCNC(=O)C1CCCN(S(=O)(=O)c2ccc(C)cc2)C1 (stereo not given) | 9 | -1.3 | 4 | 3 | -1.0 | -3 | -1 | -1 | 9 | -2 | 23
O=C(Nc1cc(S(=O)(=O)N2CCOCC2)ccc1N1CCCC1)c1cc(F)c(F)cc1Cl | / | -3.6 | 2 | 1 | / | -25 | -7 | / | -7 | / | 12
CCc1sc(C(=O)NCCc2ccc(S(N)(=O)=O)cc2)cc1C | 67 | -0.4 | -8 | -11 | 1.6 | -2 | 28 | 11 | 16 | 0 | 0
NN(CCO)C(=S)Nc1ccc(Cl)cc1 | / | -1.2 | -7 | -4 | 1.1 | 2 | 4 | 3 | 4 | -5 | 23
CCOC(=O)C1(CCCc2ccccc2)CCN(Cc2ccn[nH]2)CC1 | -1 | -1.6 | 7 | -6 | -2.3 | -16 | -1 | 11 | -9 | -2 | -3
O=C(NCCCCC(NC(=O)C1CCCCC1)C(=O)O)c1ccccc1 (stereo not given) | -12 | 0.1 | 1 | -7 | 0.9 | -4 | -3 | 1 | -15 | -3 | 0
CC(C(=O)Nc1ccon1)N1C(=O)c2ccccc2S1(=O)=O (stereo not given) | 8 | -0.2 | 1 | 2 | -0.4 | -5 | 0 | -3 | -15 | 0 | -2
CC(=O)c1ccc(-c2ccccc2OC(F)(F)F)o1 | 69 | -0.8 | -2 | -1 | -1.2 | 3 | -3 | 4 | -15 | 1 | 31
CCOc1ccc(/C=N/NC(=O)C(C)N(c2ccc(OC)cc2)S(C)(=O)=O)cc1OCC (stereo not given) | -3 | 1.0 | -5 | -6 | 1.5 | 9 | 0 | 40 | 3 | 2 | 3
CCCc1nn(C)c(C(=O)Nc2cccc(C)c2)c1Cl | -5 | 1.8 | -1 | -6 | 1.4 | 0 | -2 | -4 | 6 | -2 | -25
Cc1ccc(N2C(=O)CC(Sc3ccccc3C(=O)O)C2=O)cc1 (stereo not given) | 81 | / | -4 | 7 | 0.6 | -13 | -5 | 19 | 10 | -4 | 2
O=C(CC(SCc1ccco1)c1ccc(O)cc1)c1cccs1 (stereo not given) | 600* | 3.9 | 5 | -10 | 0.2 | -3 | / | 10 | -6 | -4 | -1
COc1ccc(NS(=O)(=O)c2cc(C(=O)N3CCC3)ccc2C)cc1 | -4 | 0.9 | 3 | -2 | -0.9 | -5 | 0 | -13 | -15 | -1 | /
CCc1nc2ccccc2c(C(=O)OC2CCOC2=O)c1C (stereo not given) | 231 | 0.2 | -5 | -7 | -1.1 | -14 | 1 | -4 | -9 | 2 | 10
CCC1CCC2(CC1)NC(=O)N(CC(=O)N1CCc3ccccc31)C2=O (stereo not given) | 40 | 3.1 | -1 | -7 | -0.2 | -6 | 28 | -3 | 11 | -6 | 13
O=C(NCC1CCCO1)c1sc2ccccc2c1Cl (stereo not given) | 15 | 0.8 | 0 | 2 | 1.3 | 0 | -2 | 3 | 1 | 1 | 6
Nc1c(C(=O)c2ccc(Cl)cc2)sc2c1c(=O)[nH]c(=O)n2-c1ccccc1 | -24 | -1.3 | -1 | 7 | 1.3 | 0 | -3 | 0 | 8 | -2 | -18
CCc1ccccc1OCC(=O)NC1CCCC1 | / | -0.8 | -1 | -4 | -2.2 | -7 | -2 | 7 | 1 | 2 | 13
O=C(CSc1ccc2c(c1)OCCO2)NCC1CCCO1 (stereo not given) | 151 | -0.5 | 4 | -2 | -1.3 | -7 | -3 | -2 | -5 | -5 | /
NS(=O)(=O)c1ccc(NS(=O)(=O)c2ccc(Br)cc2)cc1 | -1 | 0.9 | -11 | -1 | -1.0 | -7 | / | 10 | -3 | 3 | -6
O=C1c2cccc3cccc(c23)C(=O)N1c1ccc(O)cc1 | -6 | -1.0 | 8 | -3 | -0.6 | -4 | -1 | 9 | -1 | 2 | 10
CS(=O)(=O)NC1CCN(Cc2ccccc2)CC1 | -11 | -2.0 | -1 | -1 | 0.8 | 10 | 2 | 3 | -12 | -2 | -10
O=C1C(Cl)=C(N2CCOCC2)C(=O)N1c1ccccc1 | 0 | 4.0 | 0 | 3 | 0.0 | -5 | 5 | 3 | 5 | 2 | 3
Cc1cc(C)n(-c2nc(NCCC(C)C)c3c4c(sc3n2)COC(C)(C)C4)n1 | / | -3.8 | -6 | -5 | 0.2 | -4 | -2 | 2 | -6 | -3 | /
Cc1occc1C(=O)NNC(=S)Nc1ccccc1 | 166 | 0.3 | -4 | 3 | 1.7 | -5 | 10 | -1 | -2 | 0 | -5
CN(C)S(=O)(=O)c1cccc(NC(=O)CCSc2ccc(Cl)cc2)c1 | / | 2.5 | -3 | -4 | 1.7 | -12 | -2 | -6 | 15 | 2 | -5
CNC(=O)c1cc(S(=O)(=O)Nc2ccc3c(c2)OCCO3)ccc1C | 1 | -0.9 | -1 | -5 | 1.2 | -7 | -1 | 0 | -7 | 1 | -24
